# Source: PubChem
# NadD inh = inhibitors of S. aureus NadD, primary screen, biochemical, colorimetric, uHTS. AID 602399, 2012. Nicotinate-nucleotide adenylyltransferase NadD (Staphylococcus aureus N315). inhibition, % at 20 µM. 0.78% of 360,000 active. purified NadD enzyme, colorimetric absorbance read-out; in the data active = inhibition above about 26%; note: some compounds past the cut are filed as inactive
# Scp1 inh = Scp-1 phosphatase inhibitors, primary screen, biochemical, colorimetric, uHTS; Carboxy-terminal domain RNA polymerase II polypeptide A small phosphatase 1 (Homo …; Recombinant Scp1, phosphopeptide, malachite green phosphate absorbance; inhibition, % at 20 µM; 0.88% of 340,000 active;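 active = inhibition above about 50% at 20 µM, limit read from the data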;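 note: plate controls were DMSO wells with enzyme for no effect and wells lacking enzyme for full effect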
# Target sequence (Q9GZU7 76-261 limits assumed): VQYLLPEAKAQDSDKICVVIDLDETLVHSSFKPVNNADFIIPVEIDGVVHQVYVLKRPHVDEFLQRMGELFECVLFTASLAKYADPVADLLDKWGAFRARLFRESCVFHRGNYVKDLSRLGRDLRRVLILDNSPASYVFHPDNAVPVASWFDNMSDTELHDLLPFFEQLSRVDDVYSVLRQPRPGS
#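 Test system: SCP-1 phosphatase catalytic domain, residues 76-261 | Compound dosing: One concentration, 20 µM, with 1.0% DMSO | Schedule: 45 min room-temperature reaction, 5 min colour, 30 min stabiliser | Detection: Absorbance at 630 nm | Read-out basis: % inhibition of SCP-1 phosphate liberation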
# STEP block = STEP phosphatase inhibitors, primary screen, biochemical, fluorescence intensity, uHTS. Tyrosine-protein phosphatase non-receptor type 5 (Homo sapiens), P54829. recombinant STEP, OMFP fluorogenic substrate. inhibition, % at 20 µM. 0.25% of 360,000 active;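 active = inhibition at 20 µM, scaled per plate between control wells, above about 37%, limit read from the data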;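 note: 0% = DMSO with enzyme and substrate and 100% = substrate only without enzyme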
# Target sequence (P54829 whole entry, looked up): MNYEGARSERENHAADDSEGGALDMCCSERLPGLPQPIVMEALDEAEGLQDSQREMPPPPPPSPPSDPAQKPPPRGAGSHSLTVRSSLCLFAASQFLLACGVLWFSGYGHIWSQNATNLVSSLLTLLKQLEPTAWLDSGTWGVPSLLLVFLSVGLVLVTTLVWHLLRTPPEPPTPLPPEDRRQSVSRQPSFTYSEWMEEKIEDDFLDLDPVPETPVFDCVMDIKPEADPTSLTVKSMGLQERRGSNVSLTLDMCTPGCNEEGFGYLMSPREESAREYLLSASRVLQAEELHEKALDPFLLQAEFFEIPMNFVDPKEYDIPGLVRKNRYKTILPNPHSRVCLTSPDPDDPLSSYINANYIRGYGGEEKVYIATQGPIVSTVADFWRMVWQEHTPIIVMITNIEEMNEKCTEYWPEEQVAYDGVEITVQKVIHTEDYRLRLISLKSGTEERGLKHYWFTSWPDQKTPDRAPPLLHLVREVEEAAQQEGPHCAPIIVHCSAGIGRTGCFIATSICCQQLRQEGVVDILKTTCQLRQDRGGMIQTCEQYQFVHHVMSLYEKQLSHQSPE
#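 Material: STEP (striatal-enriched tyrosine phosphatase) enzyme, cell-free | Medium: 50 mM Bis-Tris pH 6.0 with 2.5 mM DTT and 0.005% Tween 20 | Read-out: Percent inhibition scaled to no-enzyme and uninhibited-enzyme controls, plate-pattern corrected | Signal: Fluorescence read at 480 nm ex / 540 nm em | Times: 20 min reaction, room temperature, in the dark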
# SUMO1 PPI mod = modulators of SUMO1 protein-protein interactions, primary screen, biochemical, uHTS; Small ubiquitin-related modifier 1 (Homo sapiens), P63165; SUMO1 binding to a labelled peptide, TR-FRET, 1 h; inhibition, % at 20 µM; 0.33% of 360,000 active; AID 602429, 2012; in the data active = inhibition above about 37%
# Target sequence (P63165 whole entry, looked up): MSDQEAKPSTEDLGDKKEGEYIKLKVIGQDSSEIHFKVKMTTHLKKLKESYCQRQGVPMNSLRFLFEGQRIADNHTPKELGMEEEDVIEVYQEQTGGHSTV
# CSN inh = inhibitors of CSN-mediated cullin deneddylation, primary screen, biochemical, fluorescence polarization, uHTS. inhibition, % at 12.5 µM. 0.38% of 360,000 active. Purified CSN, SCF-Nedd8-OG deneddylation. AID 651999, 2013. COP9 signalosome complex subunit 5 (Homo sapiens), Q92905;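 active = pattern-corrected inhibition above about 35%, with an unprinted fluorescence ratio check between 0.5 and 1.5, limit read from the data, passing the limit was not always enough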;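 note: 0% = enzyme with substrate and 100% = substrate without enzyme; some results filed as inactive read as strong as hits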
#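 Material: human Csn5 produced in HEK293T cells; Input: enzyme 0.24 nM; Reagent: SCFSkp2-Nedd8OG substrate at 10 nM final; Dosing: 12.5 µM compound; Incubation: 90 min reaction at room temperature; Detection: fluorescence polarization of the substrate; Evaluation: % inhibition of substrate cleavage by Csn5; Control set: substrate-only high control, full reaction low control.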
# Neddyl block = inhibitors of cullin neddylation, primary screen, biochemical, TR-FRET, uHTS, NAE and Ubc12; NEDD8-conjugating enzyme Ubc12 (Homo sapiens) + NEDD8-activating enzyme E1 regulatory …; calls only at 25 µM; 0.58% of 360,000 active; AID 651699, 2012; in the data active = inhibition above about 36%
# Rin1 Abl inh = inhibitors of Rin1-Abl protein binding, primary screen, biochemical, TR-FRET. inhibition, % at 7.35 µM. 0.4% of 360,000 active; in the data active = inhibition above about 5%, passing the limit was not always enough
# Rpn11 block = Rpn11 (PSMD14) deubiquitinase inhibitors, primary screen, biochemical, fluorescence polarization, uHTS; 0.59% of 360,000 active; human 26S proteasome, Ub4-pepOG fluorescence polarization; 20S core pre-blocked with epoxomicin; 26S proteasome non-ATPase regulatory subunit 14 (Homo sapiens), O00487; AID 588493, 2011; calls only at 20 µM;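 active = inhibition at 20 µM, scaled to each plate's controls, above about 33%, limit read from the data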
# LMPTP inh = LMPTP phosphatase inhibitors, primary screen, biochemical, fluorescence intensity, uHTS. Low molecular weight phosphotyrosine protein phosphatase (Homo sapiens), P24666. recombinant LMPTP-A, OMFP fluorogenic substrate. inhibition, % at 20 µM. 0.22% of 360,000 active. AID 651560, 2012;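 active = compounds that cut the enzyme signal by at least half of the control window in the single-dose screen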;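 note: plate controls were DMSO wells with enzyme plus substrate for no effect and substrate without enzyme for full effect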
# Target sequence (P24666 whole entry, looked up): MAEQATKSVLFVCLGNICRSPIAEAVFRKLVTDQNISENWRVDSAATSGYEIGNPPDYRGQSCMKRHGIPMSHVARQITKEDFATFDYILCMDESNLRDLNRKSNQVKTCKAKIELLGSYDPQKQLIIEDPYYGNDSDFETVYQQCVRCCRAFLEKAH
#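 material = LMPTP-A | quantity = 0.625 nM enzyme | reagent = OMFP substrate, 400 µM final | buffer or medium = Bis-Tris pH 6.0, DTT, detergent | detection = endpoint fluorescence intensity from OMFP dephosphorylation | dosing = single 20 µM dose | read-out basis = % inhibition relative to no-enzyme and uninhibited control wells | control set = no-enzyme and uninhibited controls | timing = 50 min at room temperature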
# DNMT1 block = human DNMT1 methyltransferase inhibitors, primary screen, biochemical, molecular beacon, fluorescence, HinP1I cleavage, uHTS | DNA (cytosine-5)-methyltransferase 1 (Homo sapiens), P26358 | AID 588458, 2011 | 0.83% of 360,000 active | inhibition (reported as % activation of signal), % at 10 µM; in the data active = inhibition above about 50%
# * hit, by the source's call; i = inactive; . = not tested or not shown; + = active, no number.
SMILES,NadD inh,Scp1 inh,STEP block,SUMO1 PPI mod,CSN inh,Neddyl block,Rin1 Abl inh,Rpn11 block,LMPTP inh,DNMT1 block
Cc1cc(C(=O)N/N=C/c2c(C)[nH]n(-c3ccccc3)c2=O)n[nH]1,-5,-12,1,-5,-2,i,0,i,0.3,-5
Cc1oc2nc(SCCCC(=O)NCCCO)nc(N)c2c1C,-5,-3,2,3,1,i,3,i,-0.2,1
CC1(C(=O)Nc2ccc3c(c2)OCCO3)CCN1Cc1ccc2ccccc2c1 (stereo not drawn),-3,.,-1,-9,1,i,-2,i,5.6,0
O=C(O)c1ccc(COc2ccc([N+](=O)[O-])cc2Cl)cc1,-6,.,2,12,-4,i,-2,i,-0.6,-1
O=C(O)c1cccc(N2C(=S)N=C(Nc3ccccc3)C23CCCCC3)c1,3,-2,-1,4,0,i,-4,i,-1.0,0
CCc1cc(Br)ccc1N1C(=O)C2CC=CCC2C1=O (stereo not drawn),-3,0,-5,1,1,i,-2,i,0.3,-1
COc1ccc(OCCCC(=O)Oc2ccc(OC)cc2)cc1,-12,-8,1,0,-2,i,-1,i,0.3,2
O=C(Nc1cccc2cccnc12)c1cccc2ccccc12,6,-8,-1,-2,5,i,1,i,0.7,-2
O=C(Cn1c(=O)c2cccn2c2cccnc21)N1CCN(c2ccccc2F)CC1,3,-4,-2,1,2,i,-3,i,0.7,-1
Cc1nc(C)c(C(=O)O)c(-c2cccs2)c1C(=O)O,-3,-13,-1,-1,0,i,0,i,-0.6,3
O=C(O)C1=CC2C=C(Cl)C=CC2OC1=O (stereo not drawn),2,4,0,-36,-3,i,-3,i,-0.7,5
Cc1cccc(/C=N/NC(=O)c2cccc([N+](=O)[O-])c2)n1,-2,-6,2,-21,-11,i,0,i,-1.1,0
c1ccc(Sc2nc(N3CCCCC3)nc(N3CCCCC3)n2)nc1,3,-6,0,0,1,i,-1,i,0.7,0
O=C(Nc1ccccc1)Nc1ccc2c(c1)CCC2,-6,-5,0,5,-4,i,1,i,2.0,-3
CC1C(=O)NN=C1C(=O)N/N=C\c1ccc(O)cc1O (stereo not drawn),5,-8,-2,2,7,i,-2,i,-0.4,-2
CN(c1ccc(OCC(=O)Nc2ccc(S(N)(=O)=O)cc2)cc1)S(=O)(=O)c1ccc(F)cc1,-1,-8,6,0,0,i,4,i,1.1,-2
COc1ccc(C(=O)NCC(=O)OCC(=O)NC2CCCC2)cc1,3,-4,4,-3,-4,i,2,i,-2.2,8
CCn1c(C(O)c2cc(OC)ccc2OC)nc2ccccc21 (stereo not drawn),-3,-12,1,1,2,i,1,i,-0.8,2
CC1=CCC2C(=O)N(c3ccc(S(N)(=O)=O)cc3)C(=O)C2C1 (stereo not drawn),-10,1,0,-3,4,i,-1,i,-1.3,-2
O=C(CN1CCN(Cc2cccc(Cl)c2)C1=O)NCc1ccccn1,-4,-3,-1,0,4,i,3,i,0.0,2
C/C(=N\NS(=O)(=O)c1ccc(Br)cc1)c1ccc(-n2ccnc2)cc1,8,-7,4,3,4,i,-2,i,2.3,1
COc1ccccc1Nc1ccc2c(O)cc(S(=O)(=O)O)cc2c1,21,82*,97*,92*,27,+,7,i,85*,95*
O=[N+]([O-])c1ccccc1S(=O)(=O)N1CCN(c2ccccc2)CC1,2,-1,0,-13,6,i,-1,i,1.9,-1
CC(Cl)C(=O)c1c[nH]c2ccccc12 (stereo not drawn),-4,-5,-2,1,0,i,3,i,-0.7,-2
CCOc1cc(C(c2c(C)[nH][nH]c2=O)c2c(C)[nH][nH]c2=O)cc(Br)c1OC,-3,-3,-2,-4,-1,i,1,i,1.3,-14
O=C(Cn1[nH]c(=O)c2ccccc2c1=O)Nc1ccc2c(c1)CCC2,4,2,-2,14,-3,i,-1,i,-0.2,-1
CCOC(=O)C1(CCCc2ccccc2)CCN(C(=O)CCN2CCCCC2=O)CC1,2,1,1,-3,8,i,0,i,1.4,0
Cn1c(=O)c2[nH]c(N=Nc3ccc(N)cc3N)nc2n(C)c1=O,-4,-14,0,-22,-4,i,-6,i,0.7,-6
CN(c1ccc(OCC(=O)OCC(=O)Nc2ccccc2)cc1)S(=O)(=O)c1ccc(F)cc1,-10,-6,-4,3,2,i,2,i,2.5,-11
NC(=O)C1(NC(=O)[C@@H]2CC3(CC(c4cccc(NC(=O)[C@@H]5CCC(=O)N5)c4)=NO3)CN2C(=O)c2cnccn2)CC1 (stereo partly drawn),0,-12,-5,7,1,i,1,i,-2.3,0
c1coc(CNc2c3c(nc4ncnn24)CCCC3)c1,4,0,0,3,3,i,1,i,1.2,-1
CCCC(NC(=O)CNC(=O)C(C)(C)C)C(=O)O (stereo not drawn),3,0,-3,-1,1,i,0,i,0.6,23
Cc1ccc2c(c1)C(c1ccccc1)N(C(=O)c1ccc(F)cc1)CC(=O)N2 (stereo not drawn),-1,-9,2,3,6,i,1,i,1.2,-2
COc1ccccc1/C=C/C=N/Nc1cccc(C(=O)O)c1,-6,-1,5,-3,3,i,-4,i,3.1,1
COc1ccc(-c2cc3c(c4c2ccn4C)C2CCC3C2)cc1OC (stereo not drawn),-6,.,2,-13,-3,i,-11,i,3.7,-7
Clc1ccc(Cl)c(OCCCCN2CCCCC2)c1,-2,-4,-1,3,-3,i,2,i,-1.0,7
COC(=O)Cc1c(C)nc2nc(-c3ccc(OC)cc3)[nH]n2c1=O,-1,-4,-3,0,-1,.,1,i,-0.8,0
CC(C)=CC(=O)OCC(=O)Nc1ccc(F)cc1Cl,-5,3,-2,1,1,i,6,i,-2.0,1
O=C(CN=C1NS(=O)(=O)c2ccccc21)OCC(=O)c1cc(F)ccc1F,0,-4,-1,-1,-2,i,1,i,-0.2,0
CNC(C)C(=O)NC(C(=O)N1CCCC1C(=O)Nc1ccc2[nH]ccc2c1)C(C)C (stereo not drawn),10,.,-2,-10,5,i,2,i,-2.0,-25
Cc1ccc(/C=C2\SC(=S)N(CCCC(=O)Nc3nccs3)C2=O)cc1,7,-8,-1,-4,-9,i,2,i,-2.1,15
COCCn1c(SCC(=O)Nc2sccc2C(N)=O)nnc1-c1ccncc1,4,2,0,5,0,i,-7,i,4.7,2
C=CCNC(=S)N/N=C/c1ccc(C)c([N+](=O)[O-])c1,-5,-5,-4,-11,-4,i,0,i,-0.1,0
O=C(O)C1CCN(c2ccc([N+](=O)[O-])cc2[N+](=O)[O-])CC1,0,46,1,-35,4,i,-3,i,1.2,31
COCCn1c(C)cc(C(=O)CSc2nnc3ccccn23)c1C,2,-7,-2,2,8,i,1,i,-0.8,-1
COc1cc2[nH]c(=S)n(N(C(C)=O)C(C)=O)c(=O)c2cc1OC,1,-2,-3,4,3,i,3,i,0.5,0
Cc1ccc([C@H]2C[C@H](O)[C@@H](n3cc(C4CC4)nn3)CN2C(=O)C2CCCCC2)cc1,4,.,2,-1,-1,i,-3,i,-0.3,5
O=C(NCc1ccccc1F)C1CCCN1C(=O)NC1CCCCC1 (stereo not drawn),-3,-5,2,3,2,i,2,i,-1.4,0
Cc1ccc2c(c1)N(CC(=O)N1CCc3ccccc3C1)C(=O)CO2,-4,-7,3,-2,4,i,-1,i,-1.2,-1
O=C(NC(NC(=S)Nc1cccc(Cl)c1)C(Cl)(Cl)Cl)OCc1ccccc1 (stereo not drawn),13,-10,-1,-1,0,i,5,i,2.3,-7
COc1ccccc1CN1CCC(n2nccc2NC(=O)CCOc2ccccc2)CC1,-2,-7,-4,7,-1,i,-2,i,0.0,0
O=C1C2CC=C(Cl)CC2C(=O)N1CCc1ccccc1 (stereo not drawn),0,-3,4,-4,-11,i,-6,i,-0.1,2
O=C(NCc1ccc(F)cc1F)c1cc(COc2c(F)cccc2F)on1,-8,-3,1,2,0,i,1,i,-0.5,1
COc1ccc(OC)c(Cc2nnc(CCC(=O)N3CCC(N4CCCCC4)CC3)o2)c1,-5,-8,0,-4,-16,i,1,i,1.3,1
O=C(O)C1CCN(C(=O)c2cc(F)cc3c2OCOC3)CC1,-5,-7,-4,0,-1,i,-3,i,-1.9,-3
CCOC(=O)c1sc(=S)n(C)c1NC(=O)c1ccccc1C,4,-2,7,9,0,i,-1,i,3.9,1
CCn1nccc1C(=O)Nc1ccc(Cl)c(Cl)c1,-6,-6,-3,-1,2,i,0,i,-0.1,-4
CC(C)(C)c1ccc(C(=O)NC(=S)N2CCCC2)cc1,-4,0,1,0,-4,i,0,i,-0.3,2
CC(=O)c1c(C)oc2ccc(NS(=O)(=O)c3ccc(F)cc3C)cc12,-9,-8,0,2,6,i,0,i,0.1,1
N#Cc1ccc(-c2csc(NC3=NCCCCC3)n2)cc1,0,1,0,-7,-1,i,2,i,0.8,3
Cc1cc(-c2nnc(SCC(=O)Nc3nccs3)o2)no1,-3,2,1,11,1,i,0,i,2.6,9

# Shown with values under each structure: part of the list above
# The line under a structure holds: NadD inh | Scp1 inh | STEP block | SUMO1 PPI mod | CSN inh | Neddyl block | Rin1 Abl inh | Rpn11 block | LMPTP inh | DNMT1 block
> O=C(O)C1CCN(C(=O)c2cc(F)cc3c2OCOC3)CC1
  -5 | -7 | -4 | 0 | -1 | i | -3 | i | -1.9 | -3
> N#Cc1ccc(-c2csc(NC3=NCCCCC3)n2)cc1
  0 | 1 | 0 | -7 | -1 | i | 2 | i | 0.8 | 3
> Cc1cc(-c2nnc(SCC(=O)Nc3nccs3)o2)no1
  -3 | 2 | 1 | 11 | 1 | i | 0 | i | 2.6 | 9
> O=C(NCc1ccc(F)cc1F)c1cc(COc2c(F)cccc2F)on1
  -8 | -3 | 1 | 2 | 0 | i | 1 | i | -0.5 | 1
> CC(=O)c1c(C)oc2ccc(NS(=O)(=O)c3ccc(F)cc3C)cc12
  -9 | -8 | 0 | 2 | 6 | i | 0 | i | 0.1 | 1
